ERK EGF block: qHTS Assay for Inhibitors of the ERK Signaling Pathway using a Homogeneous Screening Assay; Stimulation with EGF | actives 0.41% (n = 130,000) | HEK293-V1b, EGF-stimulated phospho-ERK AlphaScreen | AID 1454, 2008 | Potency, µM (highest dose often 11.5 µM), without a hit: at the highest dose activity change, negative = inhibition, actives largely listed as inhibitors; active means well fitted inhibition curve with a large enough effect; inconclusive means small, poorly fitted or top-dose-only effect, or effect the other way;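 further: plate controls were stimulated vehicle wells for no effect and unstimulated vehicle basal for full effect; nearly all actives have a fitted effect of over 55% in size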
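EGF-stimulated (25 nM, 5 min) phospho-ERK in HEK293 cells stably expressing V1b, cells pretreated 30 min with compound at 37C. Homogeneous AlphaScreen read on lysates.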
The depositor's hits bear a star; ? = inconclusive; & = joins results of further samples; [ ] = dose if it differs, or a comment. Potency means the concentration at half of the fitted maximal effect. The list is partial (hit frequency here may not be typical).

SMILES | ERK EGF block
COCCN(CCOC)S(=O)(=O)c1ccc(C(=O)Nc2ccc([N+](=O)[O-])cc2OC)cc1 | -1%
CCn1c(SCC(=O)N(C)C2CCS(=O)(=O)C2)nnc1-c1cccs1 (configuration not stated) | 0%
O=C(CSc1nc(O)c(Cc2ccccc2)c(=O)[nH]1)c1ccccc1 | 0%[57.5 µM]
Cc1ccc(SCCNC(=O)/C=C/c2ccc([N+](=O)[O-])cc2)cc1 | ?
Cc1ccccc1OCc1nnc(SCCN2CCCC2)n1-c1ccccc1 | -15%
Cc1cccc(C(=O)N/N=C2\CS(=O)(=O)N(C)c3ccsc32)c1 | -1%[57.5 µM]
O=C(CSc1nc(-c2ccccc2Cl)ns1)c1ccc(Cl)cc1 | 1%
Clc1ccc(C2=NNC(=NCC3CCCO3)SC2)cc1 (configuration not stated) | -9%
Cc1ccc(/C=N/NC(=O)CCn2nc(C)cc2C)c(C)c1 | -6%
COc1cccc(CN(C(=O)Cc2c[nH]c3ccccc23)C(C(=O)NC2CCCCC2)c2ccc(C)o2)c1 (configuration not stated) | 2%
CCCCCCNC(=O)CCCCCNS(=O)(=O)c1ccc(Br)cc1 | -3%
COc1cc(C(=O)O/N=C(\N)Cc2ccc([N+](=O)[O-])cc2)cc(OC)c1OC | 0%[57.5 µM]
CC(C)c1csc(CN2CCN(Cc3ccc(F)cc3)C(CCO)C2)n1 (configuration not stated) | 3%
CN1CCC(NC(=O)NC2CCCCC2)CC1 | 0%[57.5 µM]
Cc1nc(-c2ccc(Cl)cc2)sc1C(=O)O | 5%
O=C(O)/C=C/c1cccc(NC(=O)c2ccc(Cl)cc2)c1 | -5%
COC(=O)C(Cc1ccccc1)NC(=O)c1ccc(C)cc1 (configuration not stated) | 7%
Cc1sc2nc3n(c(=O)c2c1C)CCCCC3 | -1%
c1ccc2c(c1)Oc1cccc3cccc-2c13 | ?
O=C1C2C3C=CC(CC3)C2C(=O)N1c1nccs1 (configuration not stated) | -7%

Sorted by value in ERK EGF block (high to low): some entries from above
mol	ERK EGF block
COC(=O)C(Cc1ccccc1)NC(=O)c1ccc(C)cc1 (configuration not stated)	7%
Cc1nc(-c2ccc(Cl)cc2)sc1C(=O)O	5%
CCn1c(SCC(=O)N(C)C2CCS(=O)(=O)C2)nnc1-c1cccs1 (configuration not stated)	0%
Cc1sc2nc3n(c(=O)c2c1C)CCCCC3	-1%
Cc1ccccc1OCc1nnc(SCCN2CCCC2)n1-c1ccccc1	-15%

New compounds follow
SMILES | ERK EGF block
C=CCSc1nc2ccccc2n1S(=O)(=O)c1ccc(C)cc1 | 4%
Cc1cc(C)cc(N2CN=C3SCC(=O)N3C2)c1 | -7%
O=S(=O)(Cc1cccc(C(F)(F)F)c1)c1ncn[nH]1 | -6%
Cc1ccc(/C=N/n2c(-c3ccc(Cl)cc3)n[nH]c2=S)s1 | -8%
COc1ccc(N(C)S(=O)(=O)c2cccc(C(=O)N(C)Cc3ccc(C)o3)c2)cc1 | 9%
O=C(CSc1ncn[nH]1)Nc1c(Br)cc([N+](=O)[O-])cc1Br | 3%
CCC1CCc2c([nH]c3ccccc3c2=O)O1 (configuration not stated) | 7%
Cc1cc(=O)oc2c(CN3CC(C)OC(C)C3)c(O)c(Cl)cc12 (configuration not stated) | -8%
Cn1c(CSCC(=O)Nc2ccccc2)nnc1SCc1ccccc1 | -3%[57.5 µM]
CCN(CC)c1ccc(NC(=O)COc2ccccc2C#N)cc1S(=O)(=O)Nc1ccc(OC)cc1 | 4%
CCN(CC)CCNC(C(=O)Nc1cccc(C(C)=O)c1)c1ccccc1 (configuration not stated) | 0%
Cc1ccc(CSc2nnc(Cn3c(=O)sc4ccccc43)n2C)cc1 | 4%
CC(C)NC(=O)/C(C#N)=C\c1ccc(N(C)C)c(Br)c1 | 10%
CN(C(=O)COC(=O)C(Cc1ccccc1)NC(=O)c1ccccc1)c1ccccc1 (configuration not stated) | 0%
CCOC(=O)c1sc(NC(=O)CCN2CCC(C)CC2)c(C(=O)OCC)c1C | -2%
Cc1cc(=O)[nH]c(SCC(=O)Nc2ccc(Br)cc2)n1 | -7%[57.5 µM]
CC(C)CNC(=S)Nc1ccc(S(N)(=O)=O)cc1 | -5%
CN(c1ccccc1)S(=O)(=O)c1ccc(Cl)c(C(=O)Nc2nc3ccccc3[nH]2)c1 | -4%
COc1cccc(CN2CCN(Cc3ccc(OC)c(OC)c3)CC2CCO)c1 (configuration not stated) | -21%
CN(C)CCCN(C(=O)/C=C/c1cccs1)c1nc2c(F)cccc2s1 | 1%

3 entries already listed, ordered by heavy-atom count, falling:
SMILES | ERK EGF block
COC(=O)C(Cc1ccccc1)NC(=O)c1ccc(C)cc1 (configuration not stated) | 7%
O=S(=O)(Cc1cccc(C(F)(F)F)c1)c1ncn[nH]1 | -6%
CC(C)CNC(=S)Nc1ccc(S(N)(=O)=O)cc1 | -5%

Other entries.
SMILES | ERK EGF block
Nc1ccccc1C(=O)NC1CCCCNC1=O (configuration not stated) | 6%[57.5 µM]
CC(NC(=O)CN(C)S(=O)(=O)c1cnc[nH]1)c1ccccc1 (configuration not stated) | 11%[57.5 µM]
O=C(c1cnc2n(c1=O)CCS2)N(C1CCCCC1)C1CCCCC1 | 4%
COc1ccc(Br)cc1CNC(=O)CCNC(=O)Cn1ccc2ccccc2c1=O | 0%
N/C(=N\O)c1ccc([N+](=O)[O-])s1 | -20%[57.5 µM]
CC(=O)N1CCC2(CC1)C/C(=N\NC(=S)Nc1ccccc1F)c1cc(O)ccc1O2 | -10%
O=C(CCc1nnc(-c2ccccc2)o1)NC1CCCCC1 | 5%
COc1ccc(C2NC(=O)Cc3cc(OC)c(OC)cc32)cc1OC (configuration not stated) | -3%[57.5 µM]
CN(c1ccccc1)S(=O)(=O)c1cccc(NC(=O)CC(C)(C)C)c1 | 3%
CCC(=Nc1ccccc1)C1=C(O)CCCC1=O | -4%[57.5 µM]
COc1ccc2c(c1)C(=O)C(=O)N2 | 2%
Nc1c(C(=O)c2ccc(Cl)cc2)sc2nc3c(cc12)CCC3 | 7%
O=C(O)CCCCCNS(=O)(=O)c1ccc2c(c1)OCCO2 | -4%
Cc1nonc1CN(C)C(=O)CC1C(=O)NCCN1Cc1ccc(F)c(F)c1 (configuration not stated) | 7%
Cc1cc(C)n2nc(CCCCc3nc4nc(C)cc(C)n4n3)nc2n1 | 2%
CC(OC(=O)Cc1coc2ccc3ccccc3c12)C(=O)NC(N)=O (configuration not stated) | -11%[57.5 µM]
Cc1nn(Cc2ccccc2)c(C)c1NC(=O)c1cc(-c2ccco2)on1 | -2%
C=CCNC(=S)Nc1ccc(Cl)c(S(=O)(=O)N2CCOCC2)c1 | -10%
C=C(CC1([C@@H](NP(=O)(c2ccccc2)c2ccccc2)[C@H]2C[C@@H]2CCCC)CC1)c1ccccc1 | 4%&11%
CCOc1cc(CNC)ccc1OCC(=O)NC(C)(C)C | -15%

An excerpt of these results, with tabs.
SMILES	ERK EGF block
CC(=O)N1CCC2(CC1)C/C(=N\NC(=S)Nc1ccccc1F)c1cc(O)ccc1O2	-10%
COc1ccc2c(c1)C(=O)C(=O)N2	2%

New compounds follow.
SMILES | ERK EGF block
O=C(CSCc1ccc([N+](=O)[O-])cc1)N/N=C/c1ccncc1 | 6%
CC[N+](CC)(CC#Cc1ccccc1)CC#Cc1ccccc1 | -12%[57.5 µM]
CS(=O)(=O)C1=NSC2=NC(=O)/C(=C\c3ccc(-c4ccccc4)o3)C(=N)N21 | 6%
O=C(N/N=C/c1ccc(Br)s1)c1ccncc1 | -8%
Cn1c(Cn2c(=O)sc3ccccc32)nnc1SCC(=O)N1CCCCCC1 | 2%
COC(=O)c1cc(NC(=O)c2cccc(Cl)c2)c(=O)oc1/C=C/Nc1cc(C)cc(C)c1 | 0%
COc1ccc(C2=CC(=O)CC(c3ccccc3)C2)cc1 (configuration not stated) | -1%
Cc1csc(NC(=O)c2ccc(OCC3CCCO3)cc2)n1 (configuration not stated) | 2%
CC(Oc1ccc2ccc(=O)oc2c1)C(=O)c1ccccc1 (configuration not stated) | 3%
Cc1ccc([N+](=O)[O-])c(OCCCN2C(=O)NC(C)(C)C2=O)c1 | 23%
Cc1cc(C)nc(Sc2ccc(C=O)cc2[N+](=O)[O-])n1 | 1%
O=C(c1cccc(Cl)c1)N1CCN(c2ncnc3c2cnn3-c2ccccc2)CC1 | -9%
Cc1onc(-c2ccccc2Cl)c1C(=O)c1ccccc1 | -5%[57.5 µM]
O=C(O)CSc1nc2ccccc2n1C1CCCCC1 | 2%
CCOC(=O)c1ccc(N2CCCCC2)c(NS(=O)(=O)c2cccc(C(F)(F)F)c2)c1 | -1%[57.5 µM]
Cc1cc(C(=O)N/N=C/c2ccc(O)c([N+](=O)[O-])c2)c(C)n1-c1ccc(F)cc1 | 9%
O=c1c(-c2ccc(F)cc2)nc2cnc(N3CCOCC3)nc2n1-c1ccccc1 | ?
CN(C(=O)c1cccs1)c1ccc(OCC(=O)Nc2ccc(C(=O)O)cc2)cc1 | 8%[57.5 µM]
CCC(C)(C)n1nnnc1CN1CCN(c2ccc(OC)cc2)CC1 | -11%
COc1ccc(OCCC(=O)OCC(=O)NC2CCCCCCC2)cc1 | 5%
CCCCNC(=O)CNC(=S)N(Cc1ccccc1)Cc1cccs1 | -5%
CCCCCCCCc1nnc(N)s1 | -9%[57.5 µM]
N#Cc1c2n(c(=S)n(-c3ccc(F)cc3)c1=O)CCCCC2 | -4%
CSCCC(NS(=O)(=O)c1ccc2c(c1)oc(=O)n2C)C(=O)NC1CCCCC1 (configuration not stated) | 3%
CCc1ccc(OCCNC(=O)OCc2ccccc2)cc1 | 4%
Nc1ccccc1Oc1c(F)c(F)c(Oc2ccccc2N)c(F)c1F | -1%
O=C(O)COc1ccccc1/C=C1\SC(=S)N(c2cccnc2)C1=O | -1%[57.5 µM]
OCCC1CN(Cc2cccs2)CCN1Cc1ccccc1 (configuration not stated) | -3%
COc1ccc(C(=O)CSc2nnc(CNc3ccc(F)cc3)o2)cc1 | 2%
COCc1[nH][nH]c(=O)c1/C=N/N1CCOCC1 | -6%
COc1cccc(C(=O)C2CCCN(Cc3c(C)n(C)n(-c4ccccc4)c3=O)C2)c1 (configuration not stated) | -3%[57.5 µM]
CN1CCN(Cc2nc(Cc3ccccc3)no2)CC1c1ccccc1 (configuration not stated) | -13%[57.5 µM]
COc1ccccc1CNC(=O)[C@@H]1CCCN1S(=O)(=O)c1ccc(C)cc1 | -15%
Cn1cc(C(=O)C(=O)N2CCN(c3ccccc3)CC2)c2ccccc21 | -6%
O=S(=O)(Nc1cccc(-c2cn3cccnc3n2)c1)c1ccccc1 | 14%
CC12CCC(=O)N1C(C(=O)OCC(=O)Nc1ccc(S(N)(=O)=O)cc1)CS2 (configuration not stated) | -8%
CCc1cc2c(nc1CC)CCN(CC/C(C)=N/O[C@@H](C)c1cc(-c3c(C)cc(C)cc3C)no1)C2 | ?
CCc1ccc(C(=O)COC(=O)[C@@H](NC(N)=O)[C@@H](C)CC)cc1 | -7%
S=C(Nc1cccc(Cl)c1)N(CCCN1CCCC1)Cc1cccn1Cc1ccc(Cl)cc1 | -12%
O=C(Nc1ccc(F)cc1)Nc1sccc1-c1nc2ccccc2s1 | 4%[57.5 µM]
O=C(NCCC1=CCCCC1)c1cc(-c2ccccn2)nc2ccccc12 | -1%
c1nc(Nc2ccc(N3CCOCC3)cc2)c2ccsc2n1 | 7%[57.5 µM]
Cc1cc(C)n2nc(CC(=O)NCc3ccc(F)cc3)nc2n1 | 2%
Cc1ccc(NC(=O)C2CCCN2C(=O)NCc2ccccc2)cc1 (configuration not stated) | -12%
COc1ccc(/C=N/Nc2ncccc2[N+](=O)[O-])c(OC)c1 | ?
O=c1[nH]c(CSc2ccccc2)nc2c1oc1ccccc12 | ?
Cn1c(SCc2cccc(Br)c2)nnc1-c1ccccn1 | -7%[57.5 µM]
CSc1nc(NC(C)=O)nc(C)c1Br | -2%
CC(=O)NCCc1nc2ccccc2n1CCOc1ccccc1C | -2%[57.5 µM]
O=C1CCCc2cc3c(cc21)CC1(C3)Cc2cc3c(cc2C1)C(=O)CCC3 | ?
Cc1ncc([N+](=O)[O-])n1C[C@H](O)CCl | -1%[25.7 µM]
COc1cccc(CC(=O)NCC2COc3ccccc3O2)c1OC (configuration not stated) | -15%[57.5 µM]
O=C(Nc1nc2cc3c(cc2s1)OCCO3)c1cccs1 | ?
O=C(COC(=O)/C=C/c1cccs1)NC1CC1 | 2%
COCCOC(=O)C1=C(C)NC(=S)NC1/C=C/c1ccccc1 (configuration not stated) | 1%
CCC(=O)N1CCc2cc(S(=O)(=O)CCC(=O)Nc3ccc(C)c(F)c3)ccc21 | 9%
Cc1cc(C)c(S(=O)(=O)N(C2=NCCS2)S(=O)(=O)c2c(C)cc(C)cc2C)c(C)c1 | 6%
O=[N+]([O-])c1ccccc1OCCCNCc1ccccc1 | 1%
CC(C)(C)NC[C@H](O)c1ccc(O)c(CO)c1 | -6%
O=C(Cn1cncn1)NCc1cc(F)ccc1F | -10%

Exported with each value named: part of the list above.
COc1cccc(CN(C(=O)Cc2c[nH]c3ccccc23)C(C(=O)NC2CCCCC2)c2ccc(C)o2)c1 (configuration not stated)
- ERK EGF block: 2%

CCCCCCNC(=O)CCCCCNS(=O)(=O)c1ccc(Br)cc1
- ERK EGF block: -3%

COc1cc(C(=O)O/N=C(\N)Cc2ccc([N+](=O)[O-])cc2)cc(OC)c1OC
- ERK EGF block: 0%[57.5 µM]

New compounds follow.
SMILES | ERK EGF block
O=C(c1cc(C(F)(F)F)cc(C(F)(F)F)c1)N1CCC[C@@]2(CCN(c3ccncc3)C2)C1 | 6%
CCOc1ccc(Oc2ccc(Cl)cc2N)cc1 | 4%
C=CCn1c(O)c(N=O)c2ccccc21 | 4%[57.5 µM]
Cc1ccc(OCCC(=O)N2CCN(c3ccc(O)cc3)CC2)cc1 | -7%[57.5 µM]

Screening results (PubChem BioAssay)
